AP complement – alternative complement pathway inhibitors, primary screen, biochemical, ELISA, human serum, orthogonally pooled compounds | 62,000 compounds, 0.08% hits | LPS-coated ELISA, C3 deposition; tested in compound mixtures | AID 1235, 2008 | inhibition, % at 5 µM;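 active = inhibition above 30% in each of the two pooled mixtures holding the compound, so the lower value exceeds 30%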;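 note: 0% = serum in Mg-EGTA without compound and 100% = EDTA serum blank; some compounds past the cut are filed as inactive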
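Test system: human serum complement alternative pathway, C3 deposition onto LPS / Medium: Mg2+-EGTA GVB++ buffer containing human serum at 1:15 dilution / Probe or stimulus: Plate-bound LPS / Times: 1 h at 37 °C / Signal: ELISA with HRP anti-human C3 antibody, TMB substrate, absorbance 450 nm / Measure: percent inhibition / Repeats: two pool placements per compound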
CatB mix inh – cathepsin B inhibitors from pooled compounds, primary screen, biochemical, compound mixtures, AMC fluorescence; P07858; Purified cathepsin B, AMC dipeptide fluorescence; inhibition, %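 (ten-compound pools at 5 µM per compound and 50 µM total)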; 62,000 compounds, 0.06% hits; AID 488, 2006; in the data active = inhibition above about 22%, passing the limit was not always enough;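 note: 0% = enzyme without compound and 100% = no enzyme blank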
Cathepsin G inh – human cathepsin G inhibitors, primary screen, biochemical, pooled compound mixtures, AMC fluorescence; AID 581, 2007; 62,000 compounds, 0.2% hits; purified enzyme, AMC-tetrapeptide fluorescence; inhibition, % at 5 µM (by protocol); P08311;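 active = inhibition above 20% in each of the two mixture wells holding the compound; inactive = inhibition of 20% or less in either well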;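 note: 0% = enzyme control without mixture and 100% = blank lacking enzyme; strong numbers were not always called active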
FXIa inh mix – FXIa protease inhibitors in compound pools, primary screen, biochemical, 10-compound mixtures; 62,000 compounds, 0.19% hits; inhibition, % at 5 µM; purified FXIa, fluorogenic substrate, pooled mixtures; AID 680, 2007; Coagulation factor XI (Homo sapiens), P03951; in the data active = inhibition above about 20%, passing the limit was not always enough;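 note: each value is inhibition by a whole ten-compound pool holding the compound; 0% = enzyme with no mixture and 100% = wells lacking enzyme; strong numbers were not always called active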
CatB inh – human cathepsin B inhibitors, primary screen, biochemical, fluorogenic substrate; P07858; purified cathepsin B, fluorescence; inhibition, %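 (tested at 10 µM)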; 63,000 compounds, 0.1% hits; in the data active = inhibition above about 21%;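 note: 0% = enzyme with no compound and 100% = no enzyme blank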
CatL inh – inhibitors of human cathepsin L, biochemical | purified cathepsin L, fluorogenic substrate, fluorescence | inhibition, %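 (tested at 10 µM)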 | 58,000 compounds, 0.17% hits | AID 460, 2006; in the data active = inhibition above about 45%;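 note: 0% = enzyme with no compound and 100% = no enzyme blank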
E coli RNAP – E. coli RNAP inhibitors, biochemical | DNA-directed RNA polymerase subunit beta (Escherichia coli (strain K12)), P0A8V2 | E. coli RNA polymerase, fluorescence transcription assay | inhibition, %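 (tested at 10 µM)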 | 62,000 compounds, 0.2% hits | AID 559, 2006; in the data active = inhibition above about 20%;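 note: 0% = enzyme without compound and 100% = no enzyme blank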
CatS inh – inhibitors of human cathepsin S, biochemical, compound mixtures. inhibition, %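 (tested at 5 µM per compound within 10-compound mixtures)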. recombinant cathepsin S, AMC dipeptide fluorescence, pooled mixtures. 62,000 compounds, 0.06% hits. P25774; in the data active = inhibition above about 32%, passing the limit was not always enough;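 note: 0% = enzyme without compound and 100% = blank without enzyme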
Target sequence (P25774 115-331 limits assumed): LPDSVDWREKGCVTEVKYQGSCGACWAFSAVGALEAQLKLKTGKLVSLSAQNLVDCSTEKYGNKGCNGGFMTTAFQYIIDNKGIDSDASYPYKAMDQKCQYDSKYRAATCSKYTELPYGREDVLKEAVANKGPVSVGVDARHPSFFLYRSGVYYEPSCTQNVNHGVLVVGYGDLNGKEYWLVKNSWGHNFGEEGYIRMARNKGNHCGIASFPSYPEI
C1s inh – complement C1s protease inhibitors, primary screen, biochemical, 10-compound mixtures. mean inhibition % of two 10-compound mixtures (hits give high values), % at 5 µM (by protocol). Complement C1s subcomponent (Homo sapiens), P09871. purified C1s, fluorogenic AMC substrate, pooled mixtures. 62,000 compounds, 0.16% hits. AID 538, 2006;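 active = inhibition above 20% in each of the two 10-compound mixture wells holding the compound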;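 note: 0% = enzyme wells lacking compound mixture and 100% = no-enzyme blank wells; some compounds called inactive have numbers as strong as hits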
Target sequence (P09871 16-437 limits assumed): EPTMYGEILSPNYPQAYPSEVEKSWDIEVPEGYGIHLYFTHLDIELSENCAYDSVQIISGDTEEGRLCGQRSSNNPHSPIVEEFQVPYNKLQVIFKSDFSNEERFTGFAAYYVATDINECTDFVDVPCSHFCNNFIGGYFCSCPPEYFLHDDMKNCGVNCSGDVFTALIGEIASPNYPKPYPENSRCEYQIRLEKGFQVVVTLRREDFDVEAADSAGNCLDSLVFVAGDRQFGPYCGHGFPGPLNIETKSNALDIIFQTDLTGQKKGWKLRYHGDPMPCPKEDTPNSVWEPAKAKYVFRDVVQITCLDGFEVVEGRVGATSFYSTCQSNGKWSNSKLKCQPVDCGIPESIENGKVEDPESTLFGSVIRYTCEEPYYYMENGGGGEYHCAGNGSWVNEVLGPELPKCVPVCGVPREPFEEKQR
Target sequence (P09871 438-688 limits assumed): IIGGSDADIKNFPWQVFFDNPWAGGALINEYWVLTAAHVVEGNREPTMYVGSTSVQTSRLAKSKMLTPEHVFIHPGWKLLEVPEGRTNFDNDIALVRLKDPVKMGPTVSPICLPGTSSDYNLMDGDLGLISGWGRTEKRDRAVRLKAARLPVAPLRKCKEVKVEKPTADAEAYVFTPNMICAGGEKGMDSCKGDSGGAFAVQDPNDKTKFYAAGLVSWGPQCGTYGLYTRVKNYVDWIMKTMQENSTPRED
* = called active by the depositor; / = not tested or not shown. Some of the compounds tested; rates above refer to the full screens.

SMILES	AP complement	CatB mix inh	Cathepsin G inh	FXIa inh mix	CatB inh	CatL inh	E coli RNAP	CatS inh	C1s inh
CCCc1cc(=O)[nH]c(SCC(=O)N2CCN(c3ccccc3)CC2)n1	-2	6	-7	4	7	2	6	9	-27
Cc1ccc2nc(-c3ccccc3)cc(C(=O)O)c2c1	-7	-2	-1	-13	1	21	6	6	-34
CN(C)c1ccc(C2C=C(c3ccc(Cl)cc3OC(F)F)Nc3ncnn32)cc1 (centres undefined)	19	3	6	-3	2	-7	-1	-4	-7
Cn1c2c(c(=O)n(C)c1=O)C(c1ccc(O)cc1)Nc1ccccc1O2 (centres undefined)	7	7	-1	9	-2	-8	6	1	4
COc1ccc(-c2nnc(NC(=O)c3cc(Cl)ccc3Cl)o2)cc1	27	5	-4	5	-3	-7	4	-1	-8
O=S(=O)(c1ccc(Oc2ncnc3scc(-c4ccccc4)c23)cc1)N1CCOCC1	21	3	7	3	1	6	5	2	-1
COc1ccc(NC(=O)CN2C(=O)C(C)Oc3ccccc32)cc1 (centres undefined)	9	-1	0	5	3	/	5	-5	1
Cc1cc(Cl)c2c(c1)[C@]1(C(=O)N2)[C@@H]2C(=O)N(Cc3ccccc3)C(=O)[C@@H]2[C@@H]2CCCN21	12	6	9	10	1	-1	6	-5	16
CCN1C(=O)C(O)(C2COC(C)(C)CC2=O)c2cc(Br)ccc21 (centres undefined)	3	-1	3	12	0	26	9	11	2
CCCC(C(=O)NC1CCCC1)N(C(=O)Cn1nnc(-c2ccc(C)o2)n1)c1ccccc1OC (centres undefined)	-34	0	-30	3	2	2	-3	2	-11
CCCn1cnc2c(cnn2-c2ccc(F)cc2)c1=O	14	3	5	6	2	-21	3	-1	14
CCOC(=O)N1CCN(C(=O)c2ccc(Cl)c(S(=O)(=O)Nc3ccccc3)c2)CC1	7	5	13	4	0	10	7	5	16
CSc1nnc2c3c4c(sc3c(=O)n(-c3ccccc3)n12)CC(C)(C)OC4	29	3	8	10	6	13	1	3	11
CC(=O)OCC(=O)[C@@]1(OC(C)=O)[C@@H](C)C[C@H]2[C@@H]3C[C@H](F)C4=CC(=O)C=C[C@]4(C)[C@@]3(F)[C@@H](O)C[C@@]21C	5	-7	6	-8	2	-7	9	15	-38
CCn1cc(S(=O)(=O)CC(=O)Nc2ccc(C)cc2)c2ccccc21	11	-1	2	12	-5	18	7	6	7
CCCCOC(=O)Nc1nc2ccc(OC)cc2s1	2	-7	9	2	2	-2	11	11	3
CC1=C(C(=O)Nc2ccccn2)C(c2ccccc2)n2ncnc2N1 (centres undefined)	9	0	-1	14	2	2	-6	-15	-3
CCS(=O)(=O)N1CCC(C(=O)NCc2ccc(F)cc2Cl)CC1	20	1	8	4	2	3	1	-1	6
CC(=O)Nc1ccc2nc(-c3cccs3)[nH]c2c1	2	2	-17	-6	3	-79	-4	10	-71
O=C(CSc1nnc(-c2ccc(O)cc2)n1Cc1ccco1)N1CCc2ccccc2C1	6	5	15	2	5	12	/	1	19
COc1ccc(CC(C)N2CCN(c3ccccc3OC)CC2)cc1OC (centres undefined)	21	5	10	5	/	/	/	-1	18
O=S(=O)(CCc1nc2ccccc2o1)c1ccc(Cl)c(Cl)c1	16	3	10	8	5	/	5	2	10
CCOc1ccccc1N1CC(C(=O)Nc2nccs2)CC1=O (centres undefined)	1	9	14	8	7	11	8	17	12
CCN(CC)CCCN1C(=O)C(O)=C(C(=O)c2cc3cccc(OC)c3o2)C1c1ccncc1 (centres undefined)	-15	4	-6	2	-1	13	5	0	-4
CN(C)S(=O)(=O)c1ccc(C(=O)OCCCN=C2NS(=O)(=O)c3ccccc32)cc1	-2	1	-3	2	5	21	9	8	-19

Some of these compounds in order of molecular weight, rising:
SMILES	AP complement	CatB mix inh	Cathepsin G inh	FXIa inh mix	CatB inh	CatL inh	E coli RNAP	CatS inh	C1s inh
Cc1ccc2nc(-c3ccccc3)cc(C(=O)O)c2c1	-7	-2	-1	-13	1	21	6	6	-34
COc1ccc(-c2nnc(NC(=O)c3cc(Cl)ccc3Cl)o2)cc1	27	5	-4	5	-3	-7	4	-1	-8
CN(C)c1ccc(C2C=C(c3ccc(Cl)cc3OC(F)F)Nc3ncnn32)cc1 (centres undefined)	19	3	6	-3	2	-7	-1	-4	-7

Later entries:
SMILES	AP complement	CatB mix inh	Cathepsin G inh	FXIa inh mix	CatB inh	CatL inh	E coli RNAP	CatS inh	C1s inh
COc1cc(-c2nnc(Cn3cc(C(F)(F)F)ccc3=O)o2)cc(OC)c1OC	7	0	4	2	-1	-4	4	20	-6
CCc1nc2ccccc2c(C(=O)OCC(=O)NCc2ccco2)c1C	-6	3	-14	-4	3	5	5	6	-45
COc1cc(OC)cc(C(=O)Nn2cc(C(=O)N3CCN(C)CC3)c3ccccc3c2=O)c1	3	1	8	9	-1	5	0	-1	2
Cc1ccn2cc(CCNC(=O)CC(C)(C)C)nc2c1	-3	7	9	8	2	13	6	16	18
CC1CCC(NC(=O)Cn2cc3c(n2)CCCC3)CC1 (centres undefined)	11	1	2	2	1	/	3	-4	-7
CN(C(=O)C1CCOC1)c1nnc(C2CCOC2)s1 (centres undefined)	-2	-1	-1	0	-1	26	8	3	-1
CN(CCc1ccccn1)S(=O)(=O)c1ccccc1F	12	2	-4	4	1	5	-3	14	-5
CCOC(=O)Cc1c(C)nc2c(-c3ccccc3)c[nH]n2c1=O	5	-2	4	3	-2	13	5	2	4
CCOC(=O)c1ccc(NC(=O)CCc2ccc(C)o2)cc1	3	7	3	11	3	30	12	5	38
O=C(CN1C(=O)c2cccc3cccc1c23)N1CCN(c2cccc(Cl)c2)CC1	12	1	5	0	-1	-1	-3	-11	-24
CCOC(=O)c1c(C)c(C(=O)NCC2CCCO2)c(C)n1CC (centres undefined)	23	2	22	-3	4	-9	3	-8	9
COc1cc(C(=O)Nc2ccc3c(c2)C(=O)N(CCC(=O)O)C3=O)cc(OC)c1OC	14	-8	9	-3	1	5	11	8	-1
O=C(COc1ncnc2ccccc12)c1ccc2c(c1)OCCO2	12	7	1	5	0	-5	8	-4	-2
Cc1ccc(-c2nnc3c4ccccc4c(C)nn23)cc1S(=O)(=O)N1CCN(CCO)CC1	3	1	-2	4	3	-3	-1	-6	-4
COCc1cc(=O)n2[nH]c(C)cc2n1	2	3	7	-1	2	11	8	4	-20
O=C(NCc1ccco1)C(c1ccccc1F)N(CC1CCCO1)C(=O)Cn1nnc2ccccc21 (centres undefined)	-13	-2	-14	-7	1	-6	-3	2	-13
COc1ccc(OC)c(NC(=O)C2CCC(CNc3c(N4CCC(C)CC4)c(=O)c3=O)CC2)c1 (centres undefined)	8	7	-1	6	7	23	6	13	-17
COc1ccccc1NC(=O)C1=C(C)NC(SCC(=O)c2ccccc2)=C(C#N)C1c1ccco1 (centres undefined)	-1	2	-11	2	3	-2	-11	5	-15
C(=C\CSc1ncn[nH]1)/CSc1ncn[nH]1	-10	-2	-11	-3	2	12	-8	-8	-17
c1n[nH]c(NCc2ccc3c(c2)OCO3)n1	-2	-1	-8	4	1	1	-1	-5	-12
O=C(O)c1cccc(CSc2nnc(COc3ccccc3)o2)c1	1	4	-4	2	6	11	5	8	0
Cc1ccc(C)c(C(=O)C(C)OC(=O)c2cccn2C)c1 (centres undefined)	16	5	8	7	2	-3	1	-8	14
O=C(NCc1ccco1)C1(c2ccccc2)CCCC1	10	0	6	3	0	6	2	-2	-5
COC(=O)c1cc(NC(=O)C2COc3ccccc3O2)ccc1Cl (centres undefined)	13	5	3	3	-1	11	6	0	-1
O=C(Nc1cccc2c1CCCC2)C1CCN(C(=O)NC2CCCCC2)CC1	8	0	0	6	-6	-20	0	-3	0

Part of the list above in another layout:
O=C(CN1C(=O)c2cccc3cccc1c23)N1CCN(c2cccc(Cl)c2)CC1
  AP complement: 12
  CatB mix inh: 1
  Cathepsin G inh: 5
  FXIa inh mix: 0
  CatB inh: -1
  CatL inh: -1
  E coli RNAP: -3
  CatS inh: -11
  C1s inh: -24
Cc1ccn2cc(CCNC(=O)CC(C)(C)C)nc2c1
  AP complement: -3
  CatB mix inh: 7
  Cathepsin G inh: 9
  FXIa inh mix: 8
  CatB inh: 2
  CatL inh: 13
  E coli RNAP: 6
  CatS inh: 16
  C1s inh: 18
O=C(COc1ncnc2ccccc12)c1ccc2c(c1)OCCO2
  AP complement: 12
  CatB mix inh: 7
  Cathepsin G inh: 1
  FXIa inh mix: 5
  CatB inh: 0
  CatL inh: -5
  E coli RNAP: 8
  CatS inh: -4
  C1s inh: -2
O=C(O)c1cccc(CSc2nnc(COc3ccccc3)o2)c1
  AP complement: 1
  CatB mix inh: 4
  Cathepsin G inh: -4
  FXIa inh mix: 2
  CatB inh: 6
  CatL inh: 11
  E coli RNAP: 5
  CatS inh: 8
  C1s inh: 0

(list continues)
SMILES	AP complement	CatB mix inh	Cathepsin G inh	FXIa inh mix	CatB inh	CatL inh	E coli RNAP	CatS inh	C1s inh
O=C(COC(=O)c1ccccn1)Nc1cccc(Cl)c1Cl	-6	2	12	4	8	32	14	5	16
O=C(NCC1CCCO1)C1CCN(C(=O)c2ccc(Cl)cc2)CC1 (centres undefined)	2	-1	0	0	0	6	7	3	5
Cn1cccc1Cc1nnc(SCC(=O)Nc2nc3ccccc3s2)n1CCc1ccccc1	10	0	-4	2	-2	4	0	2	-23
COC(=O)c1ccc(NC(=O)C2CCCO2)cc1 (centres undefined)	10	-4	2	7	-3	6	0	14	-2
COC(=O)c1nn(-c2c(C)n(C)n(-c3ccccc3)c2=O)cc1O	4	0	6	1	6	17	4	-4	2
O=S(=O)(c1cccs1)N1CCN(c2ccccn2)CC1	-2	1	-1	5	8	20	11	17	12
CCc1ccc(NC(=O)C2CC=CCC2C(=O)O)cc1 (centres undefined)	16	4	11	8	-1	6	-1	-5	13
CCc1nn(C(C)C(=O)N2CCN(Cc3ccccc3)CC2)c(=O)c2cc3occc3n12 (centres undefined)	3	2	-2	-1	5	3	8	8	-19
COc1cccc(N(CC(=O)Nc2ccccc2C)S(C)(=O)=O)c1	-15	-1	11	1	7	22	8	4	-1

Screening data deposited in PubChem BioAssay by PCMD.
